# Assay outcomes as filed in PubChem BioAssay.
# Apoferritin bind = candidate novel general anesthetic via apoferritin binding; Potency, µM (highest dose often 77.5 µM), for the others: at the highest dose activity change, negative = displacement, hits mostly inhibitors; P02791; hit rate 0.074% among 350,000; apoferritin/1-aminoanthracene competitive binding, fluorescence; AID 485281; also: potency is read from the fitted curve at half-maximal effect; % is scaled to controls: 0 for no effect and ±100 for the full control effect; nearly all actives have a fitted effect of over 20% in size
# Target sequence (P02791 2-175 limits assumed): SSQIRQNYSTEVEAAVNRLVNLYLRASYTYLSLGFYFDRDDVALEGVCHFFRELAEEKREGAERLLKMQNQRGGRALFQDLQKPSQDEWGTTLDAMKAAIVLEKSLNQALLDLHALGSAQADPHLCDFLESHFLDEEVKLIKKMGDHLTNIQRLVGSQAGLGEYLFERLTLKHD
#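 Horse-spleen apoferritin (10 uM) was mixed with 50% saturated 1-aminoanthracene in PBS, exposed to compounds for 10 min at room temperature, and read for fluorescence (ex 380 nm, em 535 nm). Competitive displacement was fitted with a four-parameter Hill equation.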
# RXFP1 agonist = agonists of human relaxin receptor RXFP1; Q9HBX9; HEK293T-RXFP1 cAMP TR-FRET, 30 min; response scale: percent of porcine relaxin response, buffer zero; Potency, µM (series often up to 57.5 µM), for the others: at the top dose activation, hits mostly activators; hit rate 0.3% among 370,000; AID 2676; also: potency is read from the fitted curve at half-maximal effect; % is scaled to controls: 0 for no effect and ±100 for the full control effect; nearly all actives have a fitted effect of over 60% in size; many of its hits are not listed in these tables
#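 cAMP rise read by TR-FRET after 30 min, 37C compound exposure (up to 58 uM) in RXFP1-transfected HEK293 cells with Ro 20174 present. EC50 from Hill-equation fits, with 29 nM porcine relaxin as 100% and buffer as basal.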
# D1 PAM = potentiators of human D1 dopamine receptor; hit rate 0.036% among 360,000; potentiation, % at 10 µM; HEK293 TREx D1 cells, calcium flux, dopamine EC20 potentiation; in the data active = potentiation above about 30%; also: 0% is about no effect
# TRHR PAM = TRH receptor (human) allosteric enhancement. AID 493056. enhancement, % at 2 µM. TRHR cells, fluo-8 calcium fluorescence, EC20 TRH enhancement. P34981. hit rate 0.66% among 360,000; in the data active = enhancement above about 30%; also: 0% is about no effect
# Target sequence (P34981 whole entry, looked up): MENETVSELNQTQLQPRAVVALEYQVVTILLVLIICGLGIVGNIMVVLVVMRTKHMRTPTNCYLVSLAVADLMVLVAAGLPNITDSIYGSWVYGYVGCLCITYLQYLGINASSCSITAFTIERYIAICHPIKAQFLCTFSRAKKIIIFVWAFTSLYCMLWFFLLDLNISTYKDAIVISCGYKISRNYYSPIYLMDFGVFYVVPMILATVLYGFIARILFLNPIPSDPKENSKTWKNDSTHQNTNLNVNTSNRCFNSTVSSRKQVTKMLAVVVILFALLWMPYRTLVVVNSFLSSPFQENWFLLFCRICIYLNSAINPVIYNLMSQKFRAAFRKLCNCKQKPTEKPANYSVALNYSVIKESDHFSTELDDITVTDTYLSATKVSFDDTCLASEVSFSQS
#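 TRHR-expressing cells loaded with fluo-8 calcium dye were read kinetically (ex 480/em 530) during compound addition, then stimulated with an EC20 of TRH (10 nM final). Enhancement of the Gq-mediated intracellular calcium response was scored.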
# D2 potentiator = positively modulates the human D2 dopamine receptor allosterically | P14416 | HEK293 T-REx D2, calcium flux, EC20 dopamine potentiation | potentiation, % at 10 µM | hit rate 0.34% among 340,000;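 active = potentiation over 3 SD above the plate norm, cut at about 30% in these data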; also: 0% is about no effect
# Target sequence (P14416 whole entry, looked up): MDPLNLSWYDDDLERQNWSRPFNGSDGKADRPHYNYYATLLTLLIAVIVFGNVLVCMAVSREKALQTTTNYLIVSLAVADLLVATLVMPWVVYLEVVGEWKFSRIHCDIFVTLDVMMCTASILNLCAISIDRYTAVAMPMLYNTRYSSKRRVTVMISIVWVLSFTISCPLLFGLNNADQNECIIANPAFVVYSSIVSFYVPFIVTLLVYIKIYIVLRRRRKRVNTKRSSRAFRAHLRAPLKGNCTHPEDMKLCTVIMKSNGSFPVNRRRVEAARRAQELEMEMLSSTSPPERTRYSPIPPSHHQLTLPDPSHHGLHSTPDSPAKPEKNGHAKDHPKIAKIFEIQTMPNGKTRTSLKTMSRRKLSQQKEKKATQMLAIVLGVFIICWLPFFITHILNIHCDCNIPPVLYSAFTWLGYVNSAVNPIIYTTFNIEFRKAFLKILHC
#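 Potentiation of an EC20 dopamine calcium response is measured in a force-coupled, tetracycline-inducible Hek293 Trex D2 line. Compound-only kinetic reads over 180 s flag agonists before dopamine addition.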
# TRHR ag = TRH receptor (human) agonism. hit rate 0.18% among 360,000. TRHR cells, calcium flux fluo-8, FDSS agonist mode. activation, % at 2 µM. P34981; in the data active = activation above about 30%; also: 0% is about no effect
#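 In this calcium-flux screen, cells bearing human TRHR are dye-loaded with fluo-8, baselined for 10 cycles, then exposed to library compounds; positive kinetic calcium responses during the agonist phase mark hits, with TRH as control.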
# D1 antagonist = antagonists of human D1 dopamine receptor; P21728; HEK293 TREx D1 cells, calcium flux, dopamine EC80; stronger effect = lower value; activity change, negative = inhibition, % at 10 µM; hit rate 3.2% among 360,000; AID 504652; in the data active = activity change below about -30%; also: % is scaled to controls: 0 for no effect and ±100 for the full control effect
#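 Antagonism measured as reduced calcium response to an EC80 dopamine addition following 180 s compound pre-read; cells were inducible HEK293 Trex D1 plated overnight at 30 C, read kinetically at 1 cycle/sec.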
# RXFP1 antagonist = RXFP1 (human) relaxin receptor antagonism; Q9HBX9; HEK293-RXFP1, relaxin-stimulated cAMP HTRF, 30 min; stronger effect = lower value; activity change, negative = inhibition, % at 57.5 µM; hit rate 0.59% among 350,000; AID 1259400;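 active = activity change of -60% or lower, but not beyond a set lower limit; inconclusive = change between -60% and -40%, or beyond the set limit; inactive = change above -40%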; also: % is scaled to controls: 0 for no effect and ±100 for the full control effect
# D1 agonist = activates the human D1 dopamine receptor | P21728 | HEK293 T-REx D1 cells, calcium flux, agonist mode | AID 504660 | activation, % at 2 µM | hit rate 1% among 360,000; in the data active = activation above about 30%; also: 0% is about no effect
#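 Inducible HEK293 T-REx D1 cells, force-coupled to calcium signalling, were plated at 4000 cells/well with tetracycline and held overnight at 30 C. After no-wash calcium dye loading, compound-evoked calcium rise over 180 s flagged agonists.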
# * marks the source's active call; other numbers are inactive results; ? = inconclusive; nt = no result given; [ ] = remark or other dose. Unless noted, calls follow the shape of the dose curve; as a rule, active = well fitted curve in the direction sought with a large enough effect; inconclusive = small, poorly fitted or top-dose-only effect, or another doubt; inactive = no such curve, though single readings can be large; an effect the other way counts as inactive or inconclusive. Not all compounds are listed; rates above refer to the full screens.
SMILES,Apoferritin bind,RXFP1 agonist,D1 PAM,TRHR PAM,D2 potentiator,TRHR ag,D1 antagonist,RXFP1 antagonist,D1 agonist
COc1ccc(/C=C(/NC(=O)/C=C/c2ccccc2)C(=O)NCCCCCC(=O)O)cc1,-11%,-0.1%,-3,-9,4,1.1,2,3,3
O=C1Nc2ccc(S(=O)(=O)N3CCCC3C(=O)O)c3cccc1c23 (stereo unspecified),63%[activator],1.3%,nt,10,8,0.4,4,nt,1
CN(C)C(=O)OCC1COc2ccccc2O1 (stereo unspecified),-7%,-2.5%,-7,-6,-7,2.8,9,-3,4
Cc1cc(Cl)ccc1OCC(=O)N1CC(C)CC(C)C1 (stereo unspecified),?,1.2%,-2,-3,0,-0.2,-1,-15,1
CCCCNC(=O)C(=O)NC(C)CCc1ccccc1 (stereo unspecified),-11%,-1.4%,-4,2,nt,0.1,4,-10,-1
CNc1c([N+](=O)[O-])cnn1-c1cccc(Cl)n1,-4%,-0.3%,-1,3,-5,-0.6,6,-6,1
Cc1ccc(CCNS(=O)(=O)c2ccc3c(c2)C(C)(C)C(=O)N3C)cc1,-19%,4.0%,-4,-2,-4,-0.1,-2,-6,4
CC(C)(C)c1ccc(CSc2ccc(S(=O)(=O)N3CCOCC3)cn2)cc1,nt,0.1%,11,2,0,-0.2,26,-3,4
CCN(CC)CCN(C(=O)c1ccc([N+](=O)[O-])cc1)c1nc2c(OC)cccc2s1,-8%,7.2%,-2,-1,-16,0.2,-7,0,4
COc1cc(CNc2ccc(S(N)(=O)=O)cc2)ccc1OCC(=O)NC1CCCCC1,-11%,-1.0%,-6,-5,-2,-0.2,nt,-9,-1
O=C(Nc1cc(S(=O)(=O)N2CCCCCC2)ccc1OCC(F)(F)F)c1cnccn1,nt,1.2%,-11,-3,5,-0.2,-2,0,3
O=C(Nc1ccc(O)cc1)/C(=C\c1cccs1)NC(=O)c1ccccc1,-4%,-0.7%,2,0,0,0.2,2,nt,5
Cc1ccccc1N1C(=O)C(Cl)=C(N2CCN(c3ccccc3)CC2)C1=O,-21%,-0.5%,-3,14,0,0.2,-20,-3,1
Cn1cnnc1Sc1nc([N+](=O)[O-])nn1C,-1%,-1.0%,-4,-6,5,-0.3,-8,0,1
O=C(Nc1ccccc1)c1cc([N+](=O)[O-])ccc1Cl,-1%,-0.2%,-7,-11,-8,-0.9,-17,nt,0
CCOC(=O)C1(Cc2ccccc2C)CCCN(S(=O)(=O)CC)C1 (stereo unspecified),-14%,0.8%,0,11,-2,-0.4,7,0,1
Cc1ccc(Cn2c(=O)c3c(ncn3C)n(C)c2=O)cc1,-5%,7.5%,1,-5,2,0.6,0,-8,2
Cc1ccc(Nc2nnc(SCC(=O)NC(Cc3c[nH]c4ccccc34)C(=O)O)s2)cc1 (stereo unspecified),-8%,-0.4%,-1,11,3,0.3,-19,-8,-2
COc1cc(CNC(=O)c2cnc3c(-c4cccc(C)c4)c(C)nn3c2C)cc(OC)c1OC,-11%,0.9%,-3,1,-13,-0.4,7,-32,0
CC1CCN(CCCCOc2ccccc2-c2ccccc2)CC1,-16%,-4.0%,-6,5,-21,0.7,-59*,-34,20
O=[N+]([O-])c1cccc2c(S(=O)(=O)N3CCOCC3)cccc12,-9%,2.0%,-8,0,-3,0.1,-3,-7,1
Cc1cc(CN2CCC(n3nccc3NC(=O)c3ccccc3C)CC2)n[nH]1,-13%,0.5%,-1,0,17,2.1,3,9,10
O=C(NCCCCCCNC(=O)c1cccs1)c1cccs1,-4%,24%,3,-1,17,0.2,17,3,0
Cn1cccc1C(=O)NC1CCCCC1,nt,-1.1%,6,6,-7,0.7,4,1,1
CC(=O)c1cccc(NC(=O)N2C3CCC2CC(NC(=O)C2CC2)C3)c1 (stereo unspecified),-3%,1.7%,-4,4,6,0.6,-8,-3,1
CC1CCc2c(sc(NC(=O)C3=COCCO3)c2C(N)=O)C1 (stereo unspecified),nt,-1.2%,-2,6,-5,0.4,20,2,1
CCOc1nc(C)nc(NC(=O)NS(=O)(=O)c2ccccc2Cl)n1,-2%,2.5%,3,-3,3,0.1,3,nt,2
Oc1ccc(-c2csc(-c3ccccc3)n2)cc1O,?,1.1%,-3,6,-1,-0.2,-25,-22,1
c1ccc(CSc2snnc2-c2ccccc2)cc1,-4%,-0.3%,5,-2,11,0.5,-17,-5,1
CCCNC(=O)C(=O)Nc1cc2c3c(c1)CCC(=O)N3CCC2,5%,-0.2%,-1,1,14,2.4,-2,3,3
CCc1ccccc1NC(=O)Cn1cc(C(=O)c2ccncc2)c(=O)c2cc(C)ccc21,-7%,1.6%,-1,-6,-25,-0.2,-3,-3,4
O=C(CCc1ccccc1Cl)N1CCN(S(=O)(=O)c2ccccc2)CC1,nt,-1.0%,-8,4,3,4.0,1,-2,2
O=c1[nH]c(=O)n(CCO)c2nnn(Cc3ccccc3)c12,-7%,0.0%,-9,2,-5,0.3,-31*,2,3
CC(=O)c1cccc(N(C(=O)Cn2nnc3ccccc32)C(C(=O)NCC2CCCO2)c2ccc(N3CCOCC3)cc2)c1 (stereo unspecified),-1%,0.5%,-3,0,-4,0.1,8,-6,1
NC1=NC(=O)/C(=C/c2cn(CCC(=O)O)nc2-c2ccc(Cl)cc2)S1,2%,-0.2%,-6,-3,-26,1.8,-5,5,2
CCOC(=O)c1cc(C)n(CC2CCC(C(=O)Nc3ccc(C(=O)OC)cc3)CC2)c1C (stereo unspecified),-14%,-0.6%,-2,3,8,0.9,-6,-27,5
O=C(N/C=C/c1ccco1)NCc1ccccc1,-9%,-0.8%,-7,-2,1,1.5,-18,-9,2
COc1ccc(/C=C/CN2CCCC(C(=O)c3ccc(OC)c(F)c3)C2)cc1 (stereo unspecified),-24%,0.4%,-2,-7,-20,0.6,-13,-22,19
CCOc1cc(NC(=S)NCC2CCCO2)c(OCC)cc1NC(=O)c1ccc(C)cc1 (stereo unspecified),-7%,1.3%,0,0,-9,0.0,-11,7,1
Cc1ccc(S(=O)(=O)Nc2nc(C)cc(-n3nc(C)cc3C)n2)cc1,-11%,0.2%,2,9,9,0.5,2,-19,2
Cc1ccc(Cl)cc1Nc1nn2c(=O)c3ccc(C(=O)NC4CCCCC4)cc3nc2s1,-8%,-0.6%,2,3,5,-1.3,-5,4,2
COc1ccc(OCC(=O)N2CCN(C(=O)c3ccc([N+](=O)[O-])cc3)CC2)cc1,-12%,-0.4%,-4,-8,9,-0.1,15,-10,0
COc1ccc(NC(=O)Nc2ccncc2)c(OC)c1,-5%,1.5%,-5,-3,-8,-0.1,-6,1,0
Cn1nnnc1SCC(=O)N(C1CCCCC1)C1CCS(=O)(=O)C1 (stereo unspecified),-2%,-2.3%,2,2,-2,0.4,1,-1,1
Cc1ccc(C(=O)CSc2ccccc2C(=O)O)cc1,-7%,1.3%,-3,16,11,0.1,-1,-2,2
O=C(COC(=O)/C=C/c1ccc(S(=O)(=O)N2CCOCC2)cc1)NC1CCCCCCC1,?,-2.5%,-2,4,-36,-0.6,-7,4,2
O=C(CCS(=O)(=O)c1nc(-c2ccc3c(c2)OCO3)cc(C(F)(F)F)n1)Nc1ccc(Br)cc1,36%[activator],3.9%,3,-3,-1,0.1,-13,-37,3
O=c1[nH]c(S)c(/C=C2\C=Nc3ccccc32)s1,-23%,2.4%,4,-1,1,-1.2,-3,9,1
COc1ccc(C(C)=O)cc1COc1ccc(-n2cnnn2)cc1,-12%,-0.7%,-7,-5,-4,-0.1,-4,-4,4
CCc1ccc(-c2cc(C)no2)cc1S(=O)(=O)Nc1ccc(Cl)cc1,0%,-0.2%,-5,3,1,0.4,-7,-28,3

# Compound profiles, as listed above.
# Cc1ccc(C(=O)CSc2ccccc2C(=O)O)cc1 across the screens: Apoferritin bind = -7%; RXFP1 agonist = 1.3%; D1 PAM = -3; TRHR PAM = 16; D2 potentiator = 11; TRHR ag = 0.1; D1 antagonist = -1; RXFP1 antagonist = -2; D1 agonist = 2
# O=C(COC(=O)/C=C/c1ccc(S(=O)(=O)N2CCOCC2)cc1)NC1CCCCCCC1 across the screens: Apoferritin bind = ?; RXFP1 agonist = -2.5%; D1 PAM = -2; TRHR PAM = 4; D2 potentiator = -36; TRHR ag = -0.6; D1 antagonist = -7; RXFP1 antagonist = 4; D1 agonist = 2

# Other records.
SMILES,Apoferritin bind,RXFP1 agonist,D1 PAM,TRHR PAM,D2 potentiator,TRHR ag,D1 antagonist,RXFP1 antagonist,D1 agonist
COC(=O)c1cc(=O)n(Cc2ccc(F)cc2)c(=Nc2ccccc2)s1,1%,-3.9%,-2,-1,0,0.3,3,-6,6
CCOC(=O)N1CCN(c2c(N3CCN(c4ccccn4)CC3)c(=O)c2=O)CC1,3%,-0.4%,-11,17,7,-0.7,6,nt,2
CCOc1ccccc1NC(=S)Nc1ncccc1C,-11%,1.9%,-2,0,-4,-0.4,-19,2,3
CC12CS(=O)(=O)CC1SC(=S)N2c1ccccn1 (stereo unspecified),-6%,1.1%,3,-1,-7,1.7,3,-5,4
O=S(=O)([N-]c1nc2ccccc2nc1-[n+]1ccc(CCCc2ccccc2)cc1)c1cccs1,-7%,5.9%,-4,-7,-4,3.3,-28,-31,12
Cc1ccc(C)c(-n2ccnc2SCC(=O)Nc2cccc(S(=O)(=O)NC3=NCCC3)c2)c1,nt,1.4%,-6,-3,8,-0.3,-29,-10,0
CCn1c(=O)c(C(=O)NNS(=O)(=O)c2ccc(NC(=O)OC)cc2)c(O)c2ccccc21,1%,0.4%,-2,10,29,-0.4,-11,-1,1
CC1(C)Cc2ccccc2C2CC(O)C(=O)N21 (stereo unspecified),-12%,-1.5%,-1,0,2,0.1,1,-9,5
Cc1cc(N(CC(=O)NC2CC2)S(C)(=O)=O)ccc1Br,-4%,-0.7%,-3,6,0,0.4,3,-6,-1
Cc1ccc(-c2cc(O)cc3sc(=O)oc23)cc1C,?,4.3%,0,-3,-3,-0.1,-1,0,12
CCC1Oc2ccccc2N(CC(=O)NCCN2CCCC2)C1=O (stereo unspecified),-8%,-0.5%,1,1,-3,1.7,0,13,3
COC(=O)c1ccccc1N(C)S(=O)(=O)c1cc2c(cc1C)OCC(=O)N2,-5%,0.0%,-3,3,2,1.2,4,0,0
Cc1noc(C)c1COC(=O)Cc1ccc(Cl)cc1,?,3.8%,-2,2,-15,1.5,-8,13,1
